NCI-60 one-dose screen, 48 h, at 10 µM unless noted. Numbers give growth in % (100 = growth as untreated, 0 = no growth, -100 = all killed).
HL-60(TB): HL-60(TB) leukemia cells. 78,000 compounds, 9% hits. AID 1794776; active means growth percent below 10
* marks the source's active call; other numbers are inactive results; & = joins results of further samples.

The opening three compounds (preview)
SMILES | HL-60(TB)
O=C(Nc1cccc([N+](=O)[O-])c1)c1cc(=O)c2ccccc2[nH]1 | 102
COc1ccc(-c2nnc(COc3ccc(NC(=O)c4ccccc4)cc3F)o2)cc1 | 100
CN(C)c1ccc2nc3ccc(=[N+](C)C)c([N+](=O)[O-])c-3sc2c1 | 2.7*

The whole of this part, previewed entries included:
SMILES | HL-60(TB)
O=C(Nc1cccc([N+](=O)[O-])c1)c1cc(=O)c2ccccc2[nH]1 | 102
COc1ccc(-c2nnc(COc3ccc(NC(=O)c4ccccc4)cc3F)o2)cc1 | 100
CN(C)c1ccc2nc3ccc(=[N+](C)C)c([N+](=O)[O-])c-3sc2c1 | 2.7*
O=[N+]([O-])c1ccc(S(=O)(=O)N/N=C\c2ccc(Cl)c(Cl)c2)cc1 | 80
CC(=O)c1nc2ccccc2n1CCn1cnc2nc[nH]c2c1=O | 109
CC(C)(C)[C@@H](OCc1cn([C@H]2C[C@@H](O)[C@@H](CO)O2)c(=O)[nH]c1=O)c1ccc(C#Cc2ccccc2)cc1[N+](=O)[O-] | 69
CCN(CC)/N=N/c1nc[nH]c1C(N)=O | 43
Nc1nc(O)cc(=O)[nH]1 | 84
CCCCCSC1C2C(=O)C(Br)=CC13CCNc1c(O)c4c5c(c13)=[N+]2CCC=5C=N4 (stereo unspecified) | -41*
O=S(=O)(c1ccccc1)N1CCCCCCC1 | 92
CCCCC(=O)OCC1OC(n2cnc3c(=S)nc[nH]c32)C(OC(=O)CCCC)C1OC(=O)CCCC (stereo unspecified) | 12
COC(=O)c1nc(N)nc(C(=O)OC)c1C(=O)c1ccc(C)cc1 | 97
CCOC(=O)C1=C(C)NC(C)=C(C(=O)OCC)C1c1ccccc1Cl | 86
CN1CCN(Cn2nc(-c3cc(Cl)cc(Cl)c3Cl)oc2=S)CC1 | 82
COc1ccc(C(=O)OC(c2cc3c(cc2Br)OCO3)C(C)Br)cc1 (stereo unspecified) | 97
CCOc1ccc(Nc2ccc(OCC)cc2)cc1 | 69
CC(C)(C)c1cc(Cl)c(O)c(CNCCO)c1 | 117
O=C(/C=C\c1ccc(NCc2ccc(C(=O)O)cc2)cc1)CCl | 98
O=C(/C=C/c1ccc([N+](=O)[O-])cc1)Nc1cccc(S(=O)(=O)F)c1 | 97
COc1cc(-c2nc(SCCC(C)C)nc(Nc3ccc(O)cc3)c2C#N)cc(OC)c1OC | 80
CCCCOc1ccc(/C=C2/SC(N3CCCC3)=NC2=O)cc1 | 98
CCCCOc1ccc([N+](=O)[O-])cn1 | 111
Oc1ccccc1C=NCCN1CCN(CCN=Cc2ccccc2O)C1c1ccccc1O (stereo unspecified) | 99
CC/C(=C(\c1ccc(OCCN2CCOCC2)cc1)c1ccc(OC(=O)Cc2ccccc2)cc1)c1ccc(Cl)cc1 | 95
CC(C)CC(=O)/C=C\c1ccco1 | 93

Following part
SMILES | HL-60(TB)
N#CSCCSC#N | 117
C=C1[C@@H](O)C[C@H]2C(C)(C)C[C@H](Cl)C[C@]2(C)[C@H]1C[C@H](O)[C@H]1CC(=O)NC1=O | -26*
CCOP(=O)(CC(=O)c1ccccc1)OCC | 102
C=C1C(=O)O[C@H]2[C@H]1CC/C(COC(=O)/C=C/c1cccnc1)=C\CC[C@@]1(C)O[C@@H]21 | -28*
O=C(Cn1c2c(sc1=O)[C@H]1[C@@H](O)[C@@H](O)[C@H](O)[C@@H]1CS2)Nc1ccc(F)cc1 | 111
COC(=O)Nc1nc2ccc(C(=O)c3ccccc3)cc2[nH]1 | -3.4*
COC(=O)C(Cc1ccc(OC)cc1)c1ccccc1 (stereo unspecified) | 98
COC(=O)c1cc(-c2ccc(OC)cc2)[nH]c(=O)c1C#N | 104
CC(=O)Oc1ccccc1Cl | 82
Cc1ccc2[nH]c(=O)cc(-n3ncc(C#N)c3N)c2c1 | 103
Nc1ccc(-c2ccc(Br)cc2)cc1 | 74
CCCCc1nc2c(N)nc3ccccc3c2n1Cc1ccc(CO)cc1 | 112
COc1ccc(-c2n[nH]c(=O)c3c2sc2ncc(-c4ccc(Br)cc4)n23)cc1 | 101
CCOC(=O)N1Cc2cc3ccccc3nc2C1 | 100
Cc1ccc(C(=O)c2ccccc2C(=O)O)cc1 | 125
O=C(/C=C/c1cccs1)c1cccs1 | 104
N#Cc1c(NC(=O)c2ccccc2)nn2c3c(cnc12)CCCC3 | 92
CN(C)S(=O)(=O)c1ccc(-c2nc(C(Cl)Cl)nc3cc(-c4ccc(F)cc4)nn23)cc1 | 7.0*
O=C(Nc1ccc(Nc2ccncc2)cc1)c1ccc(Nc2ccnc3ccc([N+](=O)[O-])cc23)cc1 | 80
CC(C)C(C(=O)Nc1ccc(O)cc1)N1C(=O)/C(=C/c2ccc(Br)cc2)SC1=S (stereo unspecified) | 93
Cc1ccc2oc(=O)ccc2c1 | 110
COc1ccc(-c2c(C(=O)NS(=O)(=O)C3CC3)n(Cc3cccc(C(F)(F)F)c3)c3ccccc23)cc1 | 100
Cc1nc(-c2ccccc2)ccc1-c1nnc(SCC(=O)O)o1 | 99
Cc1c(Cl)cccc1C(=O)Nc1nc2c(s1)CN(C(=O)Nc1cccc(C(F)(F)F)c1)CC2 | 6.4*
COc1ccc(N=Nc2c(N)nn3c(N)c(C#N)c(-c4ccc(Cl)cc4)nc23)cc1 | 58

Ordered by count of non-hydrogen atoms (low to high): some entries from above
SMILES | HL-60(TB)
CC(=O)Oc1ccccc1Cl | 82
Cc1ccc2oc(=O)ccc2c1 | 110
Cc1ccc2[nH]c(=O)cc(-n3ncc(C#N)c3N)c2c1 | 103
C=C1C(=O)O[C@H]2[C@H]1CC/C(COC(=O)/C=C/c1cccnc1)=C\CC[C@@]1(C)O[C@@H]21 | -28*
COc1ccc(N=Nc2c(N)nn3c(N)c(C#N)c(-c4ccc(Cl)cc4)nc23)cc1 | 58
CN(C)S(=O)(=O)c1ccc(-c2nc(C(Cl)Cl)nc3cc(-c4ccc(F)cc4)nn23)cc1 | 7.0*

(further entries)
SMILES | HL-60(TB)
NC(=O)c1cc(Br)cc(C2CCCCC2)c1O | 145
Cn1cnc2ncnn2c1=S | 82
O=S(=O)(O)SCc1ccccc1 | 113
COc1ccc(-c2cs/c(=N\N=C\c3ccc(Cl)cc3)n2/N=C/c2ccc(Cl)cc2)cc1 | 76
COCCCNc1nc(NC(=O)c2ccc(F)cc2C)cc(-c2cccnc2)n1 | 106
CSc1nc(Cl)cc(-c2ccccc2)n1 | 88
COC1=C(c2ccccc2)C(=O)C(OC)=C(c2ccccc2)C1=O | 5.8*
COC(=O)[C@@H]1[C@H](O)[C@H](C)[C@H](O)[C@@](C)(O)/C=C\C=C(C)C(=O)Nc2c(C)c(OC(C)=O)c3c(c2O)C(=O)C(C)=C2OCOC(=C23)C(C)=C[C@@](C)(O)[C@H](O)[C@@H](C)[C@H]1OC(C)=O | 71
CC(c1ccccc1C(=O)O)c1cc(F)cc2ccccc12 (stereo unspecified) | 88
COc1ccccc1-n1c(-c2sc(NC(C)=O)nc2C)n[nH]c1=S | 101
OCC1CCCCO1 (stereo unspecified) | 94
CCNc1nc(-c2ccc(Cl)c(OC)c2)c(-c2ccnc(NCCNS(=O)(=O)c3ccccc3)n2)s1 | 78
CN1CCN(c2ccc3nc(-c4ccc5nc(-c6ccc(C(F)(F)F)cc6)[nH]c5c4)[nH]c3c2)CC1 | 24
COC(=O)[C@H](Cc1ccccc1)NC(=O)C1(C)CCC[C@]2(C)[C@H]3C[C@H]4C(C(C)C)=C[C@]3(CC[C@@H]12)[C@@H]1C(=O)OC(=O)[C@@H]14 (stereo partly specified) | 108
COC1=CC(=O)C=C(OC)C1(O)CC(C)=O | 102
CC(=O)NC(C)Cc1ccc([N+](=O)[O-])cc1 (stereo unspecified) | 100
C/C(=N\NC(N)=O)c1ccc(Cl)c(-n2cccc2)c1 | 100
O=[N+]([O-])c1ccc(O)c(/C=N\Nc2ccc(S(=O)(=O)O)cc2)c1 | 102
CC(Cl)C(=O)c1ccc(N)cc1 (stereo unspecified) | 123
O=C(O)C1=Nc2ccccc2/C1=C\c1sc(Nc2ccc(O)cc2)nc1O | 98
O=NN(CCCl)C(=O)Nc1ccc(S(=O)(=O)c2ccc(NC(=O)N(CCCl)N=O)cc2)cc1 | 99
O=C1OC(=O)C2C3CC(C(Br)C3Br)C12 (stereo unspecified) | 84
CC(C)N1CCN(c2ccc(OC[C@H]3CO[C@](Cn4cncn4)(c4ccc(Cl)cc4Cl)O3)cc2)CC1 | 91
CCOC(=O)c1nc(Oc2ccc(NC(=O)Nc3ccc(C)c(Cl)c3)cc2)c2ccccc2n1 | 100
NC(=O)c1c(Cl)cccc1Cl | 92

Other entries.
SMILES | HL-60(TB)
Cn1c(=O)c2c(nc(-c3ccc(N(CCCl)CCCl)cc3)n2C)n(C)c1=O | 93
N#C/C(=C\n1c(=S)[nH]c2ccccc21)c1nc2ccccc2s1 | 100
COc1ccccc1Nc1nc(-c2cccnc2)nc2sc3c(c12)CCCCCC3 | 99
COc1ccc(NC(=S)Nc2nc3c(=O)[nH]nc(-c4ccccc4)c3s2)cc1 | 71
CN(Cc1cnc2nc(N)nc(N)c2n1)c1ccc(C(=O)NC(CCC(=O)O)C(=O)O)cc1Br (stereo unspecified) | 45
CC1CN(CCCN)C(C)CN1CCCN (stereo unspecified) | 115
CCOC(=O)/C(=C\CC/C(C)=C/CC/C(C)=C/CCc1ccoc1)CC(=O)O | 86
Cc1ccc(-c2ccccc2)cc1 | 105
CS(=O)(=O)c1ccc(-c2ccc3ncc(C#N)c(Nc4ccc(F)c(Cl)c4)c3c2)cn1 | 87
COc1cccc(-c2nn(-c3ccccc3)cc2-c2ccnc(N3CCN(C(=O)Nc4ccc(Cl)c(C(F)(F)F)c4)CC3)c2)c1 | 66
N#Cc1c(Nc2ccc(F)c(Cl)c2)n[nH]c1-c1cccs1 | 96
CCOC(=O)C(NC(=O)Cc1ccccc1)C(=O)OCC | 102
CCOC(=O)Cn1c(-c2ccc(S(C)(=O)=O)cc2)nc2cc(Cl)ccc21 | 95
CCOC(=O)c1ccc(NC(=O)CCCN(CC)CC)cc1 | 100
CNc1ccc(-c2nc3sccn3c2-c2ccnc(SC)n2)cc1 | 94
NCCCCCNc1cc(O)cc2cccnc12 | 67
COc1ccc2nc(NC(=O)/C(=C/c3ccc4c(c3)OCO4)c3ccc(OC)c(OC)c3)sc2c1 | 90
C=C1C(=O)O[C@H]2[C@H]1CC/C(CNC(=O)/C=C/c1cccc(OC)c1)=C\CC[C@@]1(C)O[C@@H]21 | -35*
Nc1c(C(=O)Nc2ccccn2)sc2nc3c(cc12)C(=O)CCC3 | 5.2*
COc1ccc(O)c(/C(=C/C(=O)O)c2nc(-c3ccccc3)c(-c3ccccc3)[nH]2)c1 | 79
O=C1C(=O)c2cccnc2-c2ncccc21 | -21*
Cc1c(Cl)ccc2c1NC(=O)C21C2C(=O)N(c3ccccc3)C(=O)C2C2CN(C(=O)OCc3ccccc3)CCN21 (stereo unspecified) | 64
Cc1ccc(C)n1-c1ccsc1C(=O)NNC(=O)C(Cl)(Cl)Cl | 116
C/C=C/c1ccc(OCC)c(O)c1 | 103
Cc1nnc2c(Cc3ccccc3)nc3ccccc3n12 | 96

Following part
SMILES | HL-60(TB)
COc1ccc(-c2nnc(SC/C(=N\O)c3ccc(Cl)cc3)o2)cc1 | 96
CCCCCC[C@H](C/C=C\CCCCCCCC(=O)OC)OC(C)=O | 115&88
COc1ccc([N+](=O)[O-])c(O)c1C(C)=O | 101
CSc1nc(N)c2cn[nH]c2n1 | 122
NC(=O)C1(NC2CCCCC2)CCN(Cc2ccccc2)CC1 | 89
CC1C(C)N(C(=O)CCCl)c2ccccc2N1C(=O)CCCl (stereo unspecified) | 107
O=C(O)c1cccc(NC(=O)c2ccc(-c3cccc([N+](=O)[O-])c3)o2)c1 | 111
O=C1NC(O)C(O)N1 (stereo unspecified) | 120
COC(=O)CC[C@@H]1O[C@@H](c2ccc(F)cc2)[C@@H](I)[C@H]1O | 99
COc1ccc(SSc2ccc(OC)cc2)cc1 | 136
O=C(Nc1ccncc1)C(=O)c1cn(S(=O)(=O)c2cccc(Cl)c2)c2ccccc12 | 42
Cc1cccc(NC(=S)N(CCC#N)C2CCCCC2)c1 | 120
c1ccc(CCNc2ccnc3ccccc23)cc1 | 65
Cc1ccc(C(=O)NCCNc2nccc(-c3c(-c4cccc(F)c4)nc4sccn34)n2)cc1 | 95
C#CCC1(CCC2OCCO2)NS(=O)(=O)c2ccccc21 (stereo unspecified) | 100
Clc1nc(Cl)c2ccccc2n1 | 125
COc1ccc2c(c1)C=CC(C#N)N2C(=O)c1ccccc1 (stereo unspecified) | -25*
COc1ccc2c(c1)CCNC21C(=O)N(Cc2ccc(F)cc2)c2ccccc21 (stereo unspecified) | 115
COc1ccc(C2=Nn3c(nnc3-n3nc(C)cc3C)SC2)cc1 | -29*
CCCNC(c1ccc(N(CC)CC)cc1)C(Cl)(Cl)Cl (stereo unspecified) | 65
COc1ccc(C(=O)/C=C/c2cc(-c3cc4ccccc4o3)n(-c3ccccc3)n2)cc1 | 89
CS(=O)(=O)c1ccc(-n2cc(/C=C/C(=O)c3ccc(NC(=O)CO[N+](=O)[O-])cc3)c(-c3ccccc3)n2)cc1 | 105
COc1ccc(/C(C)=N/NC(=O)CSc2nc3ccccc3c(=O)n2Cc2ccc(S(N)(=O)=O)cc2)cc1OC | 100
CCN(CC)c1ccc(C2=NN(C(C)=O)C(c3cc(OC)c(OC)c(OC)c3)C2)cc1 (stereo unspecified) | -42*
O=C(CN1C(=O)/C(=C/c2ccccc2F)SC1=S)N1CCOCC1 | 83
Cc1ccc(S(=O)(=O)NCCC2CC2[C@@H](O)[C@H](O)c2ccccc2)cc1 (stereo partly specified) | 106
Cc1ccc(-n2c(=S)[nH]c3ccccc3c2=O)cc1F | 85
Nc1cc(N)c2c(c1)C(=O)c1ccccc1-2 | 101

Part of the list above, with tabs:
Compound	HL-60(TB)
Cc1ccc(C(=O)NCCNc2nccc(-c3c(-c4cccc(F)c4)nc4sccn34)n2)cc1	95
C#CCC1(CCC2OCCO2)NS(=O)(=O)c2ccccc21 (stereo unspecified)	100

This is a subset; rates above refer to the full screens.
